# From PubChem BioAssay
# Cav3 T inh: inhibitors of human Cav3.2 T-type calcium channel; AID 449739; B-score at 10 µM; Cav3.2-expressing cells, Fluo-4 calcium fluorescence FDSS; active compounds read low; actives 4% (n = 100,000);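 active means single-dose well whose peak fluorescence ratio is a statistical outlier from its plate by either plate-standardised score or position-corrected B-score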
# Target sequence (O95180 whole entry, looked up): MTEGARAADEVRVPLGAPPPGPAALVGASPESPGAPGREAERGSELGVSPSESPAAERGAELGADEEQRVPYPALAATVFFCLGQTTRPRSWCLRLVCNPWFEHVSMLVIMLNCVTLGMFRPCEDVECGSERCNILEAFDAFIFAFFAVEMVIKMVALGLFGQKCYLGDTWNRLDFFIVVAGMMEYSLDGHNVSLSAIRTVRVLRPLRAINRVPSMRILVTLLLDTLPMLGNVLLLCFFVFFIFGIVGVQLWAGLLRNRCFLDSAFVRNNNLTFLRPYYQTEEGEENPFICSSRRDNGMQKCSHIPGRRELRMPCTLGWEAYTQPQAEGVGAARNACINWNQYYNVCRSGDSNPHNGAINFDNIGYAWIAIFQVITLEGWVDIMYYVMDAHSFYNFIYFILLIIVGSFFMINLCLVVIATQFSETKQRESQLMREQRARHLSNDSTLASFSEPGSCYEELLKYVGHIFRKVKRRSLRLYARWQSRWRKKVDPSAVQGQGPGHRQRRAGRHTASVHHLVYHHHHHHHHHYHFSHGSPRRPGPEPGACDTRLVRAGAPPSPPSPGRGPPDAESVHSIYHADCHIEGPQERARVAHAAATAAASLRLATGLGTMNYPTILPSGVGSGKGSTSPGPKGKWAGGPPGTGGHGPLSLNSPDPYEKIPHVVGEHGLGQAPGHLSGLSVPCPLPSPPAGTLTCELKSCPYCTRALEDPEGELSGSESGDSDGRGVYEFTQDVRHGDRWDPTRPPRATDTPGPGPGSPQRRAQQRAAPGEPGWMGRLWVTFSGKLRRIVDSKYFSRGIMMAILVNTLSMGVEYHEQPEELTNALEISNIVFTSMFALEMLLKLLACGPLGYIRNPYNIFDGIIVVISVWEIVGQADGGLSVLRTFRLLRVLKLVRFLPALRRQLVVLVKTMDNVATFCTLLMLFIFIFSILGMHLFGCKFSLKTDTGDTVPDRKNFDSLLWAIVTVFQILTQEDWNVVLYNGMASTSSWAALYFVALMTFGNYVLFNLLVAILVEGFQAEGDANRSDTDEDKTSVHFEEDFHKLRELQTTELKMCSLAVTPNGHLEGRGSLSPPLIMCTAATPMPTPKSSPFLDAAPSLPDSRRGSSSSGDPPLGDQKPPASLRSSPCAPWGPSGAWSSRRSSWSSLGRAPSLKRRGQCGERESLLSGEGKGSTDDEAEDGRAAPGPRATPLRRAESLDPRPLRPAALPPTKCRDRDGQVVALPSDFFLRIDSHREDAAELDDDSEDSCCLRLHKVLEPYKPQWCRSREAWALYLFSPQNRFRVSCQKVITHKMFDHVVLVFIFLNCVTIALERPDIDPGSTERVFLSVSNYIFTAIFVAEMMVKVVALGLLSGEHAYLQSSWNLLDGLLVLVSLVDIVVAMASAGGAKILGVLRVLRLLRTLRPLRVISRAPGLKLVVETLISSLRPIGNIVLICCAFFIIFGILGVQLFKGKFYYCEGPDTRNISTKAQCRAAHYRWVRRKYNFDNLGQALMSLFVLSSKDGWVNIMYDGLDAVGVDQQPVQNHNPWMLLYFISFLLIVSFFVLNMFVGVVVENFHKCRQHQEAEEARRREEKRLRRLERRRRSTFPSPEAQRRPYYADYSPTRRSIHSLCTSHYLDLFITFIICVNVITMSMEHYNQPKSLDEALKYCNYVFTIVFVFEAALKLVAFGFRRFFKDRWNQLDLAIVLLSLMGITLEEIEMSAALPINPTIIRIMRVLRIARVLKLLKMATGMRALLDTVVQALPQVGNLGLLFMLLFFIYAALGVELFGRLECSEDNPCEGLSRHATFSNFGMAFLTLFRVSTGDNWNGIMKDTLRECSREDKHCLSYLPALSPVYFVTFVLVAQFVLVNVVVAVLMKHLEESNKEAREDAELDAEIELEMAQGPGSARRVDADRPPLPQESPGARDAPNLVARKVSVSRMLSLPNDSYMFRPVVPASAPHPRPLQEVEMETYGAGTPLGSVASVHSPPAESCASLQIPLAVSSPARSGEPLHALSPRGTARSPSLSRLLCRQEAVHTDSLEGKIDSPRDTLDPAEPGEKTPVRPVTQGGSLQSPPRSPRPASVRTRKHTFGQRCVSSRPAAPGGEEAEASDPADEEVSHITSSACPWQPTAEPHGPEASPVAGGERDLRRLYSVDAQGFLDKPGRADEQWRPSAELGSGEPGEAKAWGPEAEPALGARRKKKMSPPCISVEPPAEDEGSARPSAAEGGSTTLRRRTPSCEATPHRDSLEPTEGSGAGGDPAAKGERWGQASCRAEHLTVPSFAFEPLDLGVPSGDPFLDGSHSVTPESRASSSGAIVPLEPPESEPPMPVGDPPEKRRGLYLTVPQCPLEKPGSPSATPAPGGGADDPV
# Numbers without * were called inactive.
SMILES | Cav3 T inh
C/C(N)=C(/C#N)C(=O)COC(=O)C1CCC(C(C)(C)C)CC1 (stereo not given) | -2.2
O=C(Nc1nnc(CC(c2ccccc2)c2ccccc2)s1)c1ccco1 | 0.31
CCCC(C1=C(O)CC(C)(C)CC1=O)C1C(=O)CC(C)(C)CC1=O (stereo not given) | -0.27
N#C/C(=C/c1ccc(N2CCCCC2)o1)C(=O)Nc1ccc(Cl)cc1 | -0.98
COC(=O)c1ccc2c(c1)N(C)C(=O)CS2 | 0.94
COc1ccc(NC(=O)C2CCC(N3C(=O)C4C5C=CC(C5)C4C3=O)CC2)cc1 (stereo not given) | 0.96
CCOc1ccc2[nH]c(=O)c(CN(Cc3cccs3)Cc3nnnn3C(C)(C)CC)cc2c1 | -1.2
CCOC(=O)c1ccc(NC(=O)CC2C(=O)N(c3ccc(F)cc3)C(=O)N2CCCOC)cc1 (stereo not given) | -0.081
Cc1noc2ncnc(Sc3c(Cl)cccc3Cl)c12 | -0.06
Cc1cc(C)cc(OCC(=O)OCC(=O)NCc2ccco2)c1 | -0.21
COc1ccc(CN2CC(C(=O)NCc3ccccn3)CC2=O)cc1 (stereo not given) | 1.3
O=C(Cn1cnc2ccccc2c1=O)c1ccc2ccccc2c1 | -0.32
CC(C)c1nnc(SCC(=O)Nc2ccc3c(c2)OCO3)n1C | -0.54
CCN(Cc1cc2ccc(C)cc2[nH]c1=O)C(=O)c1cccnc1 | 0.81
CC(C)Oc1cccc(C(=O)NC(=S)Nc2ccc3c4c(cccc24)CC3)c1 | -0.065
O=C(Nc1cccnc1)C1OCCc2ccccc21 (stereo not given) | 0.52
CCCCSc1nc2c(cnn2-c2ccc(Cl)cc2)c(=O)[nH]1 | -0.74
O=c1cc(CSc2ccc(Cl)cc2)nc2nc[nH]n12 | -0.021
CCN1CCN(c2ccc(NC(=O)CCc3c(C)nc4c(-c5ccccc5)c(C)nn4c3C)cc2)CC1 | 0.67
Cc1ccc(CN2C(=O)CCC2C(=O)NCCN(CC(C)C)CC(C)C)cc1 (stereo not given) | 0.15
COc1ccccc1CNC(=O)C1CC(=O)N(C2CCCC2)C1 (stereo not given) | -0.22
COc1ccccc1N1CCN(C(=O)c2cn(-c3ccccc3)nc2-c2cccnc2)CC1 | 0.76
Cc1cc2ccccc2c(=O)n1CC(=O)N(C)c1ccc(F)cc1 | 1.4
Cc1ccsc1C(=O)Nc1cc(C(C)(C)C)nn1-c1ccccc1 | 0.55
CCCCCSc1nc(O)cc(=O)[nH]1 | 0.32
COc1cccc(-n2c(SCC(=O)NC(C)(C)C)nnc2-c2ccoc2C)c1 | 0.4
Cc1ccc(N(C(=O)CNC(=O)c2ccco2)C(C(=O)NCC2CCCO2)c2ccccc2)cc1 (stereo not given) | 0.2
COC(=O)C1=C(C(=O)OC)[C@@H]2N(Cc3ccccc3)c3ccccc3[C@@]23C[C@@H](C(=O)OC)N(C(=O)CC(C)C)C3=N1 | -2.2
O=C(COc1ccc(=O)n(-c2ccccc2)n1)Nc1ccccc1 | -0.035
O=C(CCN1C(=O)c2ccccc2S1(=O)=O)NCc1ccco1 | 0.91
CCC(C)(C(=O)NC1CCCCC1)N(Cc1ccco1)C(=O)CNC(=O)c1ccccc1 (stereo not given) | 0.044
COc1ccc(/C=C/C(=O)c2ccc(OC)cc2OC)c(OC)c1 | -2.2
COc1ccccc1CN1C(=O)[C@@H]2C(CCC(N)=O)NC3(C(=O)Nc4c3ccc(Cl)c4C)[C@@H]2C1=O (stereo not given in full) | 0.1
Cc1ccc(NC(=O)C(=S)NCc2ccco2)cc1 | -0.048
CC(C)(C)c1cc(NC(=O)COc2ccc(Br)cc2)n(-c2ccccc2)n1 | -3
O=C(CCS(=O)(=O)c1cccc2nsnc12)NCc1ccccc1Cl | 1.6

# Next section, overlapping the part above by 5 compounds.
SMILES | Cav3 T inh
COc1ccc(/C=C/C(=O)c2ccc(OC)cc2OC)c(OC)c1 | -2.2
COc1ccccc1CN1C(=O)[C@@H]2C(CCC(N)=O)NC3(C(=O)Nc4c3ccc(Cl)c4C)[C@@H]2C1=O (stereo not given in full) | 0.1
Cc1ccc(NC(=O)C(=S)NCc2ccco2)cc1 | -0.048
CC(C)(C)c1cc(NC(=O)COc2ccc(Br)cc2)n(-c2ccccc2)n1 | -3
O=C(CCS(=O)(=O)c1cccc2nsnc12)NCc1ccccc1Cl | 1.6
COC(=O)c1nc2nc(C)cc(C(F)(F)F)n2n1 | -0.21
CCOc1ccc2nc(N3CCC(C(=O)N4CCN(C5CCCCC5)CC4)CC3)sc2c1 | 0.17
Cc1csc(NC(=O)c2sc3nc(-c4cccs4)ccc3c2N)n1 | -5.4*
CCOc1ccc(N(CC(=O)NCC(C)C)S(C)(=O)=O)cc1 | 0.39
Cc1cc(C)c(S(=O)(=O)Nc2ccc(O)cc2)c(C)c1 | -3.7
CN(c1cccc(NC(=O)COc2ccc(Cl)cc2Cl)c1)S(C)(=O)=O | -1.3
Cc1ccccc1C(=O)N1CCN(c2ccc([N+](=O)[O-])c(N3CCOCC3)c2)CC1 | 2
O=C(CN(Cc1ccc(F)cc1)C(=O)c1ccco1)NCc1ccc(F)cc1 | 0.078
COCC(C)n1c(C)cc(C(=O)COC(=O)c2nc3nc(C)cc(C)n3n2)c1C (stereo not given) | -0.025
CCOc1ccc(S(=O)(=O)N2c3ccccc3CC2C)cc1 (stereo not given) | -3.6*
Nc1nc(Cl)nc2c1ncn2[C@H]1C[C@H](O)[C@@H](CO)O1 | -0.21
C#CCNC(=O)C1=C[C@H](C2CC2)C[C@H](OCCCCO)O1 | 1.2
CC(=O)N(CCO)Cc1cc2cc(C)cc(C)c2[nH]c1=O | 0.3
COC(=O)NC(NC(=S)Nc1ccc([N+](=O)[O-])cc1)C(Cl)(Cl)Cl (stereo not given) | -2
Cc1ccc(S(=O)(=O)N(CC(=O)NCCSc2ccccn2)c2cc(C)cc(C)c2)cc1 | -6.4*
CCn1cc(C(=O)NCCCOC)c2cc(OC)c(OC)cc2c1=O | -1.3
COCCNC(=O)C(OC(=O)CC1Sc2ccccc2NC1=O)c1ccncc1 (stereo not given) | 0.46
O=C1CC(SCc2nc3ccccc3[nH]2)C(=O)N1c1ccc(Cl)cc1 (stereo not given) | -4.9*
Cc1ccc(CN2CCN(C(=O)C3CCC3)CC2)cc1 | 0.05
Cc1sc2ncn(CC(=O)OC(C)C)c(=O)c2c1C | -0.76
O=C(O)CCNc1ccc2c(c1)OCCO2 | 0.6
CCCc1cc(=O)oc2cc(OCC(=O)OC)cc(OCC(=O)OC)c12 | 0.12
COc1cc(OC)cc(C(=O)NC(=S)Nc2ccc3c4c(cccc24)CC3)c1 | -0.035
COc1ccc2oc(/C=C/N(C)C)c(C(=O)c3ccc(Cl)cc3)c2c1 | -1.7
N#Cc1ccc(CSc2nnc(Cc3cccs3)n2Cc2ccco2)cc1 | -1.7
CCOC(=O)c1sc(C)c2c(=O)n(Cc3ccc(Cl)cc3)c(C)nc12 | -1.4
COc1ccc2occ(C(C)=O)c2c1 | 0.55
N=c1c(C(=O)NCc2ccc(F)cc2)cc2c(=O)n3ccccc3nc2n1CC1CCCO1 (stereo not given) | -2.1
O=C1NCCCC1C(=O)N1CCN(C(=O)c2ccco2)CC1 (stereo not given) | 1.3
CNC(C)C#Cc1ccc2c(=O)c3cc(C)c(C)cc3oc2c1 (stereo not given) | 0.3
O=C(CSc1nc2ccccc2c(=O)n1Cc1ccco1)N1CCCCCC1 | -2.4
Cc1cc(NC(=O)COc2cccc(Oc3ccccc3)c2)no1 | -1.1
Cc1cc(Br)ccc1NC(=O)CNC(=O)CN1C(=O)NC2(CCCCCC2)C1=O | -0.26
CCOC(=O)N1CCN(c2c(NCc3ccccc3OC)c(=O)c2=O)CC1 | 0.59
CC(C)c1ccc(NC(=O)C(c2ccccc2)N2CCN(C(=O)c3ccco3)CC2)cc1 (stereo not given) | -2.7
c1ccc(Oc2cc(-n3cccn3)ncn2)cc1 | 0.23

# 3 entries out of the list, arranged by SMILES length, descending.
SMILES | Cav3 T inh
CCOC(=O)c1sc(C)c2c(=O)n(Cc3ccc(Cl)cc3)c(C)nc12 | -1.4
O=C1NCCCC1C(=O)N1CCN(C(=O)c2ccco2)CC1 (stereo not given) | 1.3
c1ccc(Oc2cc(-n3cccn3)ncn2)cc1 | 0.23

# Next entries follow.
SMILES | Cav3 T inh
O=C(NCCc1ccc(Cl)cc1)C1CCN(S(=O)(=O)c2ccc(-n3cnnn3)cc2)CC1 | 0.79
O=C(Nc1ncc(Br)s1)C1CCCN1S(=O)(=O)c1cccc2cccnc12 (stereo not given) | 0.09
CNC(=O)c1ccc(-c2ccc(OC)cc2)s1 | -0.92
O=C(CCn1c(=O)[nH]c2ccsc2c1=O)N1CCN(c2cccc(Cl)c2)CC1 | -5.9*
O=C(CN1CCc2ccccc2C1)NCc1ccco1 | 0.29
O=C(COC(=O)c1ccccn1)NCCCc1ccccc1 | -0.29
COc1ccc(C)cc1S(=O)(=O)N1CCN(S(=O)(=O)c2cc(C)ccc2OC)CC1 | -0.82
CCOP(=O)(CC(C(C)=O)C(O)c1ccccc1)OCC (stereo not given) | -0.024
CCOCCCNC(=O)C(c1ccc(C)cc1)N1CCOCC1 (stereo not given) | 0.56
CCN(CC)S(=O)(=O)c1cc([N+](=O)[O-])ccc1NNC(=O)Nc1ccccc1 | -4.5*
CCOC(=O)c1c(N)sc(C(=O)N2CCCC2)c1C | 0.047
COC(=O)c1ccccc1NC(=O)c1cc(-c2ccc(C)cc2)on1 | -0.87
Nc1c(C(=O)O)nnn1Cc1ccccc1 | 0.22
C[C@@H](CN1C2=NC[C@H](Cc3ccccc3)N2C[C@H]1Cc1ccc(O)cc1)NC(=O)CCC1CCCCC1 | -1.8
O=C(c1ccc(Cl)c(F)c1F)N1CCOCC1 | -0.48
N#CC1(C#N)CC(C=O)=C(N)C1(C#N)CC(=O)c1ccc(F)cc1 (stereo not given) | -0.74
Cc1ccc(OCC(=O)Nc2ccc(F)cc2)cc1 | -0.34
c1ccc(C2=NC(c3ccccc3)N=C(c3ccccc3)N2)cc1 | -2.5
CCOc1ccccc1Nc1nc(N)nc(CSc2nncn2C)n1 | -1.9
COc1ccc(/C(N)=N/OC(=O)Oc2ccccc2)cc1 | 1.6
Cc1onc(-c2ccncc2)c1C(=O)O | 1.4
CCn1c(CC(=O)Nc2ccc(C)c(Cl)c2)nnc1SCC(=O)Nc1nc(C)cs1 | -1.8
c1ccc(OCCCCn2cnc3ccccc32)cc1 | -2.3
CC1CCCCC1NC(=O)C1CCN(S(=O)(=O)N2CCCCCC2)CC1 (stereo not given) | 1
CN1CCN(C(=O)C2CCN(S(=O)(=O)c3ccc4c(c3)oc(=O)n4C)CC2)CC1 | -0.55
Cc1cccc(OCc2nnc(SCC(=O)NCCc3ccccc3)o2)c1 | 0.011
c1ccc(CCCNc2ncnc3nc[nH]c23)cc1 | 0.19
CC1(C)CC2CC(C)(CN2C(=O)CN2C(=O)c3ccccc3C2=O)C1 (stereo not given) | 0.53
CCOC(=O)c1[nH]c(C)c(C(=O)N2CCN(C(=O)OCC)CC2)c1CC | 0.68
Cc1ccc(N2C(=O)N(CC(=O)NC(c3ccccc3)c3ccccc3)C(=O)C2C)cc1 (stereo not given) | -10*
CCCN1C(=O)C(O)(CC(=O)c2cccc(OC)c2)c2ccccc21 (stereo not given) | -0.085
O=C(CC(c1ccccc1)c1cc(Cl)ccc1O)N1CCOCC1 (stereo not given) | -0.38
COc1ccccc1C(=O)Nc1ccon1 | 0.98
CC(=O)NC(CCS(C)(=O)=O)C(=O)Nc1ccccc1C (stereo not given) | -0.018
Cc1ccccc1NC(=O)C(=O)NCc1ccccn1 | -4.5*
Nn1c(SCC(=O)Nc2ccc3c(c2)OCO3)nnc1-c1ccccc1 | 1.7

# Reprinted at random: two compounds from above, in no set order.
SMILES | Cav3 T inh
Cc1cccc(OCc2nnc(SCC(=O)NCCc3ccccc3)o2)c1 | 0.011
Cc1ccc(N2C(=O)N(CC(=O)NC(c3ccccc3)c3ccccc3)C(=O)C2C)cc1 (stereo not given) | -10*

# Next section
SMILES | Cav3 T inh
Nc1c(C(=O)NCCN2CCOCC2)c2nc3ccccc3nc2n1-c1cccc(F)c1 | -0.99
CCOC(=O)C1=C(C)NC(=O)NC1c1ccc(OCC(N)=O)cc1 (stereo not given) | 1.2
CCc1ccc(N(C(=O)CCC(=O)Nc2cc(C)on2)C(C(=O)NC2CCCC2)c2ccco2)cc1 (stereo not given) | -2.8
Cc1cccc(-n2nnnc2SC(C)C(=O)NCCC2=CCCCC2)c1 (stereo not given) | -4.5
O=C1N=C(N2CCOCC2)S/C1=C1\C(=O)N(Cc2ccccc2)c2ccccc21 | -0.73
CCN1CCN(C(=O)C2CCC(CNS(=O)(=O)c3ccccc3)CC2)CC1 (stereo not given) | 0.013
COc1cc(OC)cc(-c2nnc(SCc3c(F)cccc3Cl)o2)c1 | -2.6
Cc1ccc(C(=O)Nc2nc3ccccc3c(=O)s2)cc1 | 0.4
CC(C)C(=O)Nc1ccc(N2CCN(C(=O)c3cccs3)CC2)cc1 | 0.16
COc1ccc(C2CC(C(F)(F)F)n3nc(C(=O)NCc4cn(C)nc4C)c(Cl)c3N2)cc1 (stereo not given) | 0.73
CCOC(=O)C1CCCN(C(=O)CSCc2ccccc2)C1 (stereo not given) | 1.5
O=C(CSc1nnc(-c2cccs2)n1-c1ccccc1)N1CCCC1 | 0.052
CS(=O)(=O)N(CC(=O)NCC1CCCO1)c1ccc(F)c(Cl)c1 (stereo not given) | 0.22
O=C(/C=C/c1ccccc1)NC(NC(=S)Nc1cccc(Cl)c1)C(Cl)(Cl)Cl (stereo not given) | -1.6
O=C(NCCCN1CCCC1=O)c1ccc(OCc2ccccc2)cc1 | 1.2
Cc1ccc(C(=O)Nc2nnc(C3CCCCC3)s2)o1 | 0.2
CCNc1ccc(Br)cc(C(=O)/C=C/c2ccc3c(c2)OCO3)c1=O | -0.35
O=C(Nc1cc(C(F)(F)F)cc(C(F)(F)F)c1)c1ccc(Cn2cc(C(F)(F)F)ccc2=O)cc1 | -6.7*
CN(C)C=Nc1c(Br)cc(Br)c2nonc12 | -4.2*

# A portion of the library (hit frequency here may not be typical).
